# Yfh1-off respiration: mitochondrial function rescue without frataxin homolog – Friedreich's ataxia, plus single-dose screen, dose response (AID 1465); S. cerevisiae Yfh1-off respiration, WST-1 reduction, 72 h; higher fold induction means a stronger effect; 220,000 compounds, 0.074% hits; fold induction at 50 µM, or EC50 in µM where a hit was titrated;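 active means fold induction of absorbance versus untreated yeast above a set limit, then at least 30% activation at any dose in follow-up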;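 further: activators that raise dye reduction in frataxin-depleted yeast; strong numbers were not always called active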
# Insulin prom up: MIN6 insulin promoter up-regulation; MIN6 insulin promoter-GFP reporter, high-content imaging; active compounds read high; z-score at 5 µM; 190,000 compounds, 0.3% hits;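 active means z-score above 3 at 5 µM with at least 500 cells counted in the well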
# b-catenin transl: modulators of beta-catenin nuclear translocation; HeLa beta-catenin nuclear translocation, immunofluorescence imaging; nuclear translocation activity, % at 5 µM; 190,000 compounds, 0.3% hits;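 active means nuclear translocation activity above 50% at 5 µM, with a well cell count of 50 or more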;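 further: per-cell ratio of nuclear to cytoplasmic median beta-catenin stain intensity; plate controls were DMSO negative control for no effect and GSK-3 inhibitor IX positive control for full effect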
#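 Technique: fluorescence imaging of beta-catenin antibody stain plus DAPI / Material: human HeLa cell line / Incubation: compound treatment 24 h, 37°C, 5% CO2 / Read-out basis: % activation of per-cell nuclear versus cytoplasmic median beta-catenin signal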
# WT yeast gro inh: growth inhibition of WT yeast, mitochondrial fusion screen; mitochondrial fusion phenotypic screen, WT strain; inhibition, % at 10 µM; 190,000 compounds, 2.1% hits; AID 1362; in the data active means inhibition above about 58%; tested in S. cerevisiae
# Dynein cargo inh: dynein cargo transport inhibition. 220,000 compounds, 0.47% hits. z-score, hits read low. 3617.4 mouse cells, GR-EGFP nuclear translocation imaging; test concentration mostly 20 µM; stimulated with dexamethasone, 1 µM; active compounds read low;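 active means plate z-score of nuclear minus cytoplasmic receptor signal below a set negative limit, without overly bright fluorescence or cell loss, cut at about -3.5 in these data, passing the limit was not always enough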;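 further: z-score of nuclear minus cytoplasmic ring GR-EGFP intensity difference per well; some compounds called inactive have numbers as strong as hits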
#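 Buffer or medium: tet-free, stripped-serum medium; reagent: dexamethasone at 1.0 µM final, 30 min; incubation: 48 h induction, 1 h compound, 30 min dex at 37 °C; measured by: formaldehyde fixation, Hoechst nuclear stain, 10x automated fluorescence imaging; read-out: nuclear-to-cytoplasmic GR-EGFP distribution per well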
# PMI inhibitors: inhibitors of human PMI, primary screen, biochemical, fluorescence intensity, coupled assay (AID 1209); purified PMI enzyme, coupled fluorescence intensity; higher % means a stronger effect; inhibition, % at 20 µM, or IC50 in µM where a hit was titrated; 190,000 compounds, 0.42% hits;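 further: plate controls were DMSO vehicle for no effect and wells lacking substrate for full effect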
# MT stabilizer: stabilizes microtubules in HeLa cells; 200,000 compounds, 0.83% hits; HeLa tubulin immunostaining HCS, 24 h; share of cells brighter than vehicle mean+2SD; % tubulin-high responders, % at 10 µM; AID 2205;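 active means plate Z-score above 3 for both tubulin-high and condensed-nucleus cell shares, with cell loss under 80%, at 10 µM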;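 further: anti alpha tubulin signal scored within the nucleus-defined area of each cell; some results filed as inactive read as strong as hits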
# Autophagy mod: autophagy modulation, high-content screen; calls only at 10 µM (by protocol); MEF GFP-LC3 puncta imaging; test concentration mostly 10 µM; 190,000 compounds, 0.98% hits;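 active means percentage of spot-positive cells more than 3 SD above its plate mean, without a fluorescence outlier flag or 80% toxicity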;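 further: spot-positive cell cutoff set from DMSO-treated cells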
# human PMI inhibitors: human PMI inhibitors, high substrate, primary screen, biochemical, fluorescence intensity, high mannose 6-phosphate (AID 1220). 190,000 compounds, 0.66% hits. inhibition, % at 20 µM; hits with a dose series show IC50 in µM. recombinant PMI enzyme, coupled fluorescence intensity; higher % means a stronger effect
# WT yeast gro inh mutant strain: recorded beside WT yeast gro inh, whose call it bears; inhibition, %; mitochondrial fusion phenotypic screen, mutant strain inhibition
# Dynein cargo inh cytoplasmic EGFP: recorded beside Dynein cargo inh, whose call it bears; z-score; measured here: cytoplasmic GR-EGFP intensity; active compounds read high
# Dynein cargo inh nuclear GR-EGFP: recorded beside Dynein cargo inh, whose call it bears; z-score; measured here: nuclear GR-EGFP intensity;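 lower value marks the stronger effect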
# Dynein cargo inh cell count: further read-out of Dynein cargo inh, marked with its call; z-score; measured here: cell count per field
# Insulin prom up cell count: further read-out of Insulin prom up, marked with its call; cell count; measured here: cytotoxicity, nuclei count;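 total cells summed across four imaged fields per well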
# b-catenin transl cell count 5 µM: also measured in b-catenin transl; calls as there; cell count; measured here: cell count, cytotoxicity flag
# MT stabilizer Hoechst-high %: further read-out of MT stabilizer, marked with its call; % Hoechst-high responders; measured here: nuclear condensation Hoechst responders;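 share of cells brighter than vehicle mean plus two SD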
# MT stabilizer cytotoxicity %: recorded beside MT stabilizer, whose call it bears; toxicity, %; measured here: cytotoxicity by cell density;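 0% = mean cell density of plate MIN control wells and 100% = no cells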
# Autophagy mod cell loss 18 h: further read-out of Autophagy mod, marked with its call; toxicity, %; measured here: cell loss, nuclei count;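 cell loss after 18 h compound exposure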
# * hit, by the source's call; i = inactive; . = no result given. Unless noted, no stated cut-off is given here; in the data, active means inhibition above about 50%; inactive means the rest.
SMILES	PMI inhibitors	WT yeast gro inh	Dynein cargo inh nuclear GR-EGFP	Dynein cargo inh cell count	MT stabilizer Hoechst-high %	Insulin prom up cell count	MT stabilizer	Dynein cargo inh	Dynein cargo inh cytoplasmic EGFP	b-catenin transl cell count 5 µM	Autophagy mod cell loss 18 h	b-catenin transl	human PMI inhibitors	MT stabilizer cytotoxicity %	WT yeast gro inh mutant strain	Insulin prom up	Yfh1-off respiration	Autophagy mod
CN1C2CCC1CC(OC(=O)c1c[nH]c3ccccc13)C2 (stereo unspecified)	3.1%	-1.4	0.00285	1.08	1.9	895	2.4	-0.307	-0.199	1161	-7.6	-2.4	-5.0%	0.1	-6.4	-1.34	i	i
O=CNCCCc1nc2ccccc2n1Cc1ccccc1	-7.5%	7.1	0.564	-0.519	2.7	1098	2.2	0.963	-0.21	874	8.7	-2.2	-9.7%	9.0	23.0	0.58	i	i
Cc1cc(C)c(NC(=O)c2c[nH]c(=S)n2-c2ccc(F)cc2)c(C)c1	-3.5%	-10.5	0.262	-0.868	2.2	.	2.7	0.183	-0.234	1106	1.9	-4.7	-0.6%	8.8	21.6	.	i	i
O=C(C1=C[C@@H](c2coc3ccccc3c2=O)C[C@@H](OCCCCO)O1)N1CCOCC1	1.7%	8.5	1.65	-2.27	0.9	1367	2.1	2.02	-0.0409	1205	5.4	-1.7	8.2%	6.4	10.1	1.15	i	i
Cc1cccc(Nc2nc(-c3ccc4c(c3)OCCO4)cs2)c1	-16.6%	30.3	0.659	-0.215	7.1*	.	18.4*	0.461	-0.114	1183	2.0	-0.9	-35.8%	10.7*	26.1	.	i	i
Cc1ccc(NC(=O)C2CCN(S(=O)(=O)c3ccc(F)cc3)CC2)cc1	7.2%	4.4	0.085	0.208	0.8	1025	1.7	-0.629	0.361	1224	4.4	-3.4	5.0%	8.2	0.6	0.05	i	i
CC(=O)NC(Cc1c[nH]c2ccccc12)C(=O)OCC(=O)N1CCCCCC1 (stereo unspecified)	-2.0%	-6.7	0.199	-0.11	1.7	1650	3.5	0.0823	-0.245	1093	23.8	0.3	-0.1%	9.8	4.4	0.43	i	i
Cc1ccc(C(=O)CNc2cccc(Cl)c2)cc1	-2.3%	10.7	0.894	-0.865	2.8	1488	2.6	1.12	-0.206	1147	-2.6	-2.1	-6.8%	2.3	8.9	-0.12	i	i
CCOC(=O)C1=C2N(C)c3ccccc3N2CCC1=O	6.8%	-1.1	-0.37	0.873	2.9	1093	5.5	-1.42	-0.139	1206	7.7	-2.5	8.9%	8.7	-5.5	-0.46	i	i
CCOC(=O)C1=c2s/c(=C\c3cccnc3)c(=O)n2C(N)=C(C(=O)OC)C1c1cccnc1 (stereo unspecified)	2.5%	32.2	0.178	0.267	1.2	835	1.9	0.00626	-0.35	1124	-9.8	2.4	-4.5%	0.5	20.1	-0.83	i	i
Cc1cc(N2CCN(c3ccccc3Cl)CC2)n2cc(-c3ccccc3)nc2n1	8.2%	74.3*	0.201	0.139	1.0	1815	1.2	-0.36	-0.0871	1085	22.2	-0.3	5.8%	4.9	47.2*	-0.01	i	i
CCOC(=O)C1CCN(Cc2cn(C)nc2-c2ccc(Oc3ccccc3)cc2)CC1	14.3%	27.0	-0.757	1.04	2.3	1552	3.5	-1.16	-0.297	974	2.6	2.7	6.6%	5.5	35.3	-1.11	i	i
O=C(O)c1ccc(N2C(=O)Nc3ccccc3N2O)cc1	-21.8%	3.1	-0.226	0.422	1.0	.	4.4	-0.257	-0.278	1162	17.0	-2.2	-7.2%	2.0	8.0	.	i	i
Cc1cc2n(n1)C(c1ccccc1Cl)Nc1ccccc1-2 (stereo unspecified)	3.5%	5.6	-0.458	0.293	1.1	1241	1.5	-0.735	-0.192	1132	17.3	3.9	3.5%	0.8	-30.8	0.59	i	i
O=C(OCc1cc(Cl)ccc1OC(F)F)c1cc(S(=O)(=O)O)ccc1O	-7.9%	5.7	-0.0719	0.499	1.9	1570	1.7	-0.149	-0.196	896	-4.4	-7.8	-0.7%	2.5	2.7	-0.05	i	i
CC(C)Cn1c(SCc2nnc(-c3cccs3)o2)nc(O)cc1=O	7.0%	-11.8	0.607	-0.374	1.4	1174	2.0	0.478	-0.142	1056	-57.0	-1.7	5.9%	5.6	18.0	-0.11	i	i
CN1CCN(c2cc3c(c4c2[nH]c2ccccc24)C(=O)CC(C)(C)C3)CC1	-1.1%	20.0	-0.232	0.338	5.5	526	4.3	-0.471	-0.0804	.	14.3	.	-2.8%	0.0	13.7	-0.35	i	i
CCCN1CNC(=S)N(c2cc(C)ccc2C)C1	11.7%	-15.8	-0.503	0.41	0.3	1256	2.0	-0.614	-0.295	1220	2.1	-0.9	13.9%	28.9	1.9	0.29	i	i
O=C(CCC1CCCN(C(=O)c2ccc3c(c2)OCCO3)C1)NCc1ccccc1F (stereo unspecified)	1.7%	-16.7	0.192	0.22	2.2	1441	3.3	-0.0421	-0.322	1010	21.8	-0.7	-2.4%	4.5	-6.5	-0.8	i	i
COc1ccc(-c2nc3c(c4nnc(SC(C)C(=O)Nc5ccc(C)cc5)n24)COC(C)(C)C3)cc1 (stereo unspecified)	8.0%	7.0	0.273	0.521	3.1	1381	2.4	0.226	-0.188	1157	-0.2	0.6	-0.2%	15.8	0.9	-0.38	i	i
CC(=O)Nc1cc(-n2cnnn2)ccc1C	-2.7%	-11.8	-0.647	0.842	3.1	1572	2.5	-1.5	-0.212	996	-0.8	-0.2	-8.0%	2.9	-1.4	-0.58	i	i
CCn1c(CSCc2ccccc2)n[nH]c1=S	-1.8%	7.4	-0.306	0.13	1.1	1541	3.4	-0.687	-0.273	1127	-19.0	-5.5	0.3%	7.4	21.0	0.46	i	i
O=C(O)c1cc(C(=O)C2CCCCC2)c[nH]1	-27.4%	-11.6	-0.571	0.723	1.1	1214	4.0	-1.16	-0.0465	1078	1.7	-1.6	-15.6%	4.2	-0.8	0.98	i	i
CC1C2NC(=O)N(Cc3ccccc3)C1(C)Oc1ccccc12 (stereo unspecified)	-10.3%	9.4	-0.672	1.01	2.8	1296	2.1	-0.602	-0.0228	1077	3.1	0.8	-11.4%	5.9	6.9	-0.48	i	i
Cc1c(C(=O)N/N=C/C(C)C)[nH]c2ccc([N+](=O)[O-])cc12	4.4%	18.1	-0.439	0.53	2.3	1377	2.5	-0.392	-0.316	1057	1.3	-0.5	0.2%	4.0	5.7	-0.59	i	i
CC(C)[C@H](NC(=O)c1ccccc1)C(=O)OCC(=O)/C=C1/N(C)c2ccccc2C1(C)C	20.0%	24.2	0.0202	0.665	2.0	1182	3.0	0.0278	-0.209	504	-7.3	-0.4	37.5%	8.4	19.1	-0.36	i	i
CNC(=O)C1CC(=O)N(c2ccc(F)c(Cl)c2)C1 (stereo unspecified)	1.6%	19.1	-0.618	0.199	3.4	1612	3.9	-0.521	-0.189	1399	4.6	-1.3	-0.8%	10.1	-3.9	-1.21	i	i
Cc1cccc(NC(=O)c2cc3ccccc3nc2C)c1	3.9%	22.9	2.53	-0.455	2.5	1315	7.0	4.36	0.983	1025	7.9	-0.3	13.1%	21.5	-3.4	1.75	i	i
CCOC(=O)C1CCCN(C(=O)c2ccc(CS(=O)(=O)c3ccc(C)cc3)o2)C1 (stereo unspecified)	6.9%	-5.3	-0.702	0.338	1.9	964	4.1	-1.34	0.321	.	14.6	.	3.6%	8.4	1.8	-0.44	i	i
CC(C)NC(=O)NC(=O)COc1ncnc2sccc12	0.1%	-1.4	1.35	-0.944	2.1	1397	2.6	1.58	-0.147	995	-14.7	-0.9	-6.0%	9.9	3.3	0.07	i	i
CCn1cc([N+](=O)[O-])c(C(=O)Nc2nc(-c3ccc(C)cc3)c(C)s2)n1	-7.3%	-0.3	0.58	0.712	3.4	930	20.4	0.256	-0.0627	1229	-9.4	-3.3	-5.3%	30.4	16.4	-0.02	.	i
O=C(NCc1ccccc1Cl)c1ccc(Br)o1	0.5%	1.0	0.784	-0.148	3.4	1676	4.2	0.583	-0.143	969	2.9	3.5	-3.3%	6.3	11.3	0.95	i	i
CCOc1cccc(C(=O)NC(=S)Nc2cccnc2)c1	19.9%	9.9	-0.462	0.044	2.3	1300	4.1	-0.658	-0.254	939	5.3	0.2	12.2%	4.8	-5.7	0.12	i	i
Cc1cc(C)cc(OCC(=O)Nc2ccc3c(c2)OCCO3)c1	-5.4%	3.9	0.11	0.369	1.6	.	1.7	0.271	-0.31	577	10.3	-5.1	-4.1%	1.0	-12.6	.	i	i
O=C(Nc1cccc(-c2nnc(-c3ccco3)o2)c1)c1ccccc1	-0.3%	14.5	0.303	-0.0232	0.8	1547	1.3	0.532	-0.245	1040	13.9	-2.3	2.8%	3.2	7.3	-0.6	i	i
COc1ccc(-n2cc(-c3ccc(Br)cc3)[nH]c2=S)cc1	5.1%	-13.9	0.307	-0.644	4.3	.	2.8	0.538	-0.231	1086	-2.4	-3.8	15.5%	7.3	-32.5	.	i	i
CCOc1ccc(N2C(=O)CC(N3CCc4ccccc43)C2=O)cc1 (stereo unspecified)	-6.1%	-4.8	0.0153	0.242	1.2	946	1.6	-0.527	-0.242	.	-0.6	.	-5.7%	10.3	-4.3	0.99	i	i

# From PubChem BioAssay
